Screening results: PubChem, several laboratories
TR-FRET SRC-2 ct = TR-FRET signal artefacts, primary screen, artefact control for PPARgamma SRC-2 agonist project, biochemical. TR-FRET artefact counter-screen; stronger effect = higher value. TR-FRET ratio at 8 µM. 200,000 compounds, 0.4% hits; in the data active means TR-FRET ratio above about 2000; further: inactives centre near 1500
PPARg SRC-3 ag = PPARgamma agonists recruiting SRC-3 coactivator, primary screen, biochemical; Peroxisome proliferator-activated receptor gamma (Homo sapiens), P37231; 200,000 compounds, 0.26% hits; activation, % at 8 µM; biochemical PPARgamma/SRC-3 coactivator recruitment assay; in the data active means activation above about 23%;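 further: 0% = DMSO and 100% = reference agonist; some compounds past the cut are filed as inactive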
Target sequence (P37231 whole entry, looked up): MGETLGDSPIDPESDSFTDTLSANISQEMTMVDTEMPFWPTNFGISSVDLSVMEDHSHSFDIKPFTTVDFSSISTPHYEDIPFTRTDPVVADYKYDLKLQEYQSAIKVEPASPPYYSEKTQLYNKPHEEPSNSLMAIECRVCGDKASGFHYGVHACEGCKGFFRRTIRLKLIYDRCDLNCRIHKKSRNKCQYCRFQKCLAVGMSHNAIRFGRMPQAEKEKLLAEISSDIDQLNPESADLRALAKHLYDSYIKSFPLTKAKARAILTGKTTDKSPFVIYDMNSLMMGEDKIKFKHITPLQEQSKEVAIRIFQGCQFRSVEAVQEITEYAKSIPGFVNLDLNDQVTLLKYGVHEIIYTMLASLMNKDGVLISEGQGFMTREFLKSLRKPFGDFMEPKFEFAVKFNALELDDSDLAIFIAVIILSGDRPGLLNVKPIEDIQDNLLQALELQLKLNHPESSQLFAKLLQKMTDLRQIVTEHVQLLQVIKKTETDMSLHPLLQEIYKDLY
ROMK mod = ROMK potassium channel modulators, primary screen, cell-based, thallium flux, MLSMR library; ATP-sensitive inward rectifier potassium channel 1 (Homo sapiens), P48048; Tet-inducible ROMK, thallium flux fluorescence; actives lie on both sides; B-score at 10 µM; 130,000 compounds, 2% hits;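 active means signal ratio slope over the read window, or its plate-corrected B-score, at least 3 SD from the plate mean, either direction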;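 further: B-score of the F/F0 ratio slope over 7 to 12 s after thallium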
bIAP act = bovine intestinal alkaline phosphatase activators, primary screen, biochemical, bovine IAP, CDP-star luminescence | purified bovine IAP, 30 min; stronger effect = higher value; fold of DMSO-control signal, blank-subtracted | alkaline phosphatase, intestinal [Bos taurus] | AID 1016, 2008 | 200,000 compounds, 0.17% hits | activation factor at 20 µM;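 active means activation factor of 2 or more at 20 µM, a signal rise over negative controls twice the positive control's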
bIAP inhibitor = bovine intestinal alkaline phosphatase inhibitors, primary screen, selectivity assay for TNAP inhibitor project, biochemical, bovine IAP, CDP-star luminescence; alkaline phosphatase, intestinal [Bos taurus]; 190,000 tested, under 10 active; purified bovine IAP, 30 min; inhibition, % at 20 µM;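 active means over 50% inhibition of intestinal alkaline phosphatase at 20 µM in the single-dose screen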
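Incubation: 30 min reaction at room temperature / Material: purified bovine intestinal alkaline phosphatase (IAP) enzyme / Input: enzyme at 1/65,000,000 dilution / Dosing: 20 µM single dose / Signal: CDP-star luminescence signal / Reagent: CDP-star chemiluminescent phosphatase substrate, 30 µM final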
STAT3 activator = IL-6 driven STAT3 reporter potentiators, primary screen, U3A cells, luciferase, luminescence, MLSCN library; IL-6 STAT3-luciferase reporter; 100% = signal with IL-6 EC80 alone; activation (% of control), % at 5.6 µM; 190,000 compounds, 0.91% hits;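 active means activation above the screen-wide mean of compound activation plus 3 SD, cut at about 130% in these data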;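 further: 0% = background luminescence of wells with medium and substrate only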
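Material: STAT1-lacking human U3A cells, STAT3 luciferase reporter | Benchmarks: IL-6-only wells as 100% reference | Probe or stimulus: IL-6 (33 ng/mL) | Timing: Compound 1 h, then IL-6 6 h at 37 °C | Detection: Luminescence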
TNAP act hi DEA = TNAP activators at high phosphate acceptor level, primary screen, biochemical, luminescence, uHTS; Alkaline phosphatase, tissue-nonspecific isozyme (Homo sapiens), P05186; purified TNAP, CDP-star luminescence, 1 M DEA, 30 min; stronger effect = higher value; 0 = EDTA background, 1 = DMSO-only activity; activation factor at 20 µM; 200,000 tested, under 10 active;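 active means activation factor at least 2 at 20 µM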
Target sequence (P05186 whole entry, looked up): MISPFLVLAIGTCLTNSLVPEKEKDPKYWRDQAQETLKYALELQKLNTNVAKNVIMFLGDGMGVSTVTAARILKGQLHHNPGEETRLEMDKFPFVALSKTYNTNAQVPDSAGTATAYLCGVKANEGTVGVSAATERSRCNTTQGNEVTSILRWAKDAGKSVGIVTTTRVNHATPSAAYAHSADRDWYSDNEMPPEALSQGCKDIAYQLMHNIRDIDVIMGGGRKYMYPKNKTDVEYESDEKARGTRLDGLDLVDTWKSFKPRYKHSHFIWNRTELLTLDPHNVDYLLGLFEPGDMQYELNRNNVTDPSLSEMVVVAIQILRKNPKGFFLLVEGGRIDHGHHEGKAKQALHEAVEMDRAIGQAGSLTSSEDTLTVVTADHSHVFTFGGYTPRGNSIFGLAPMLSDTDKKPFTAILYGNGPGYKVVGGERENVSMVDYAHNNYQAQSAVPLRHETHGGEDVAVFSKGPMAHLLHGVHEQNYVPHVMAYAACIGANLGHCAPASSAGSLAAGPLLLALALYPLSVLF
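Control set: EDTA negative control, DMSO positive control / Assay system: human TNAP / Quantity: TNAP 1/800 final / Evaluation: TNAP activation factor scaled between EDTA and DMSO control wells / Measured by: luminescent substrate turnover signal / Compound dosing: one dose, 20 µM / Times: 30 min enzyme reaction at room temperature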
STAT1 inh = STAT1 signaling inhibitors, primary screen, cell-based, HTS, luciferase reporter. NIH 3T3 STAT1-luciferase reporter, IFN-gamma, luminescence. inhibition, % at 5.5 µM. 200,000 compounds, 0.35% hits;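 active means inhibition above a set limit, the mean inhibition across all tested compounds plus 3 SD, cut at about 34% in these data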;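 further: 0% = IFN-gamma with DMSO and 100% = IFN-gamma with 300 µM nifuroxazide; values of inactives mirror those of a sister screen read the other way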
PPARg SRC1 recr = PPARgamma agonists recruiting SRC-1 coactivator, primary screen, biochemical; activation, % at 8 µM; PPARgamma-SRC-1 coactivator recruitment biochemical assay; 200,000 compounds, 0.41% hits; AID 631, 2007; Peroxisome proliferator-activated receptor gamma (Homo sapiens), P37231; in the data active means activation above about 19%;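 further: 0% = DMSO and 100% = reference agonist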
STAT3 inh = IL-6 driven STAT3 reporter inhibitors, primary screen, U3A cells, luciferase, luminescence, MLSCN library. IL-6 STAT3-luciferase reporter; host cell line lacks STAT1. inhibition, % at 5.5 µM. 190,000 compounds, 0.89% hits;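 active means inhibition above the mean inhibition across all screened compounds plus 3 SD, cut at about 44% in these data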;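 further: 0% = DMSO only wells and 100% = 100 µM nifuroxazide control wells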
PPARg SRC2 recr = agonists of PPARg-SRC-2 recruitment, primary screen, biochemical, HTS; Peroxisome proliferator-activated receptor gamma (Homo sapiens), P37231; 200,000 compounds, 0.34% hits; activation, % at 8 µM; PPARgamma LBD-SRC-2 recruitment; in the data active means activation above about 22%;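 further: 0% = vehicle and 100% = reference agonist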
* = called active by the depositor; nt = no result given.

SMILES	TR-FRET SRC-2 ct	PPARg SRC-3 ag	ROMK mod	bIAP act	bIAP inhibitor	STAT3 activator	TNAP act hi DEA	STAT1 inh	PPARg SRC1 recr	STAT3 inh	PPARg SRC2 recr
Cc1cccc(OCC(=O)NCC(=O)n2nc(C)cc2C)c1	1618	3	-0.15	0.9	10	96	1	-1	4	8	3
CCC(=O)c1ccc(O)c(OC)c1	1457	2	0.083	1	0	108	1	-1	8	-8	-1
O=C(Cc1cccc2ccccc12)Nc1ccc(N2CCOCC2)cc1	1477	2	0.45	1.5	-49	94	1	4	-4	9	0
C/C(CCC12CC3CC(CC(C3)C1)C2)=N\NC(N)=S	1366	-2	-0.4	0.6	36	84	1	-17	-2	24	-3
CC(C)(C)c1cc(C(=O)NCc2cccnc2)ccn1	1538	-10	-0.36	0.9	5	97	1	-2	11	8	3
O=C(Nc1cccc(F)c1)c1ccc(S(=O)(=O)N2CCOCC2)cc1	1517	3	nt	0.8	18	98	1	0	-2	11	-2
COc1ccccc1NC(=S)N1CCC(NC(=O)NC23CC4CC(CC(C4)C2)C3)CC1	1447	-2	nt	1.3	-32	99	1	13	0	6	3
Cc1ccc(C(=O)N/C(=C\c2cccs2)C(=O)NCCc2c[nH]c3ccccc23)cc1C	1667	12	-1.4	1	4	118	1	-3	4	-14	5
O=C(COc1ccc(S(=O)(=O)N2CCCC2)cc1)NCC1CCCO1 (stereo unspecified)	1695	6	-0.68	0.9	6	103	1	5	4	-1	9
CC(=O)c1cc2c(cc1N/C(=N/S(=O)(=O)c1ccccc1)c1ccc(Cl)cc1)OCO2	1467	-3	nt	1	-4	106	1	1	9	-3	2

Whole records, looked up by structure. Order of values: TR-FRET SRC-2 ct	PPARg SRC-3 ag	ROMK mod	bIAP act	bIAP inhibitor	STAT3 activator	TNAP act hi DEA	STAT1 inh	PPARg SRC1 recr	STAT3 inh	PPARg SRC2 recr
`O=C(Cc1cccc2ccccc12)Nc1ccc(N2CCOCC2)cc1` is listed as 1477	2	0.45	1.5	-49	94	1	4	-4	9	0
`CCC(=O)c1ccc(O)c(OC)c1` is listed as 1457	2	0.083	1	0	108	1	-1	8	-8	-1

(more compounds)
SMILES	TR-FRET SRC-2 ct	PPARg SRC-3 ag	ROMK mod	bIAP act	bIAP inhibitor	STAT3 activator	TNAP act hi DEA	STAT1 inh	PPARg SRC1 recr	STAT3 inh	PPARg SRC2 recr
Cc1ccc(NC(=O)Nc2ccnc(-c3cccnc3)n2)cc1	1719	-1	3.1	1.1	-7	49	1	19	9	66*	2
CCOC(=O)c1cccc(C(=O)Oc2ccccc2)n1	1499	3	-1.4	1	-3	102	1	-1	5	-2	6
CCc1cc(-c2n[nH]c(C)c2-c2nc3ccccc3n2C)c(O)cc1O	1481	2	-1.2	1.2	-22	98	1	-6	-5	5	-2
Cc1ccc(S(=O)(=O)N2CCOCC2)cc1C(=O)NNC(=O)c1ccoc1C	1547	-1	-0.014	1.1	-12	100	1	5	-1	1	11
Cc1ccc([N+](=O)[O-])c(OCCCNCC(C)O)c1 (stereo unspecified)	1558	3	-0.0082	1	-3	92	1	-2	2	15	6
COc1cccc(OCCOCCOc2ccc(C)cc2[N+](=O)[O-])c1	1647	2	-1.2	0.7	31	95	1	6	7	9	6
CN(C(=O)c1cccs1)c1ccc(OCC(=O)N2CCC(C(N)=O)CC2)cc1	1497	-2	0.079	1	-2	100	1	8	2	3	-1
CN(C)CCN(C(=O)c1cccc(Cl)c1)c1nc2c(Cl)cccc2s1	1467	2	nt	1	3	100	1	2	-6	2	7
COC(=O)C(O)(CC(=O)Nc1ccccc1OC)C(F)(F)F (stereo unspecified)	1324	-7	nt	1.1	-8	99	1	-1	-7	4	-2
O=C1CCC/C(=N/Nc2ccc(Cl)cc2)C1	1611	6	0.21	1.3	-28	101	1	-1	3	3	4
COC(=O)c1cc(=O)[nH]c(SCc2cccc(C)c2)n1	1524	6	-0.16	1	1	94	1	6	6	6	11
N#CC1=C(N)N2C(=C(C#N)C1c1ccccc1)Sc1ccccc12 (stereo unspecified)	1318	-5	-0.21	0.9	7	103	1	4	7	2	0
O=C(N/C(=C\c1ccc(Br)cc1)c1nc2ccccc2[nH]1)c1ccco1	1604	0	nt	0.9	8	102	1	-4	11	3	6
O=C(C(Cc1ccccc1)n1cccc1)N1CCc2ccccc21 (stereo unspecified)	1647	0	nt	0.8	23	102	1	1	0	-3	2
O=C(COC(=O)c1ccc[nH]c1=O)Nc1cc(S(=O)(=O)N2CCCCC2)ccc1Cl	1581	1	-0.014	1.1	-12	107	1	12	-2	-2	5
COc1ccc(NC(=O)CSc2ncn[nH]2)c([N+](=O)[O-])c1	1627	2	nt	0.9	12	102	1	6	-1	7	-3
COc1ccccc1CN1C[C@@H]2C[C@@H](c3cccc(O)c3)N3CCC[C@@]23C1=O	1497	-7	0.079	1	-3	106	1	-2	2	-2	1
CC(=O)Nc1cc(NC(C)=O)cc(C(=O)NC(C)(C)C)c1	1583	1	nt	1	-2	94	1	2	0	10	-3
NC1=NC(=Nc2cccc(Cl)c2)c2ccccc21	1410	1	0.005	1.2	-21	94	1	-6	0	15	4
Cc1ccc(CNc2ccc3c(c2)OCO3)cc1	1667	13	nt	0.8	17	117	1	-27	10	-16	4
CCN1CCN(C(=O)CN(C)S(=O)(=O)c2ccc(Cl)cc2)CC1	1656	4	0.032	1	2	94	1	3	4	13	5
Cc1ccc(Cn2ccc(-c3cnc(-c4ccccc4)s3)n2)cc1	1535	2	2.2	0.8	21	77	1	-29	4	32	8
COc1ccc(C2/C(=C(/O)c3ccc(Cl)cc3)C(=O)C(=O)N2CCN2CCOCC2)c(OC)c1 (stereo unspecified)	1444	1	-0.48	1	2	101	1	-6	4	1	5
COC(=O)c1cc(NC(=S)N2CCN(C(=O)C3CCCO3)CC2)cc(C(=O)OC)c1 (stereo unspecified)	1785	0	0.72	1	-5	102	1.1	-9	18	4	1
Cc1ccc(-n2cccc2/C=C2\C(=N)N3N=C(C(C)C)SC3=NC2=O)cc1	1617	2	0.41	1.1	-11	95	1	6	11	11	3
Cc1cc(C)cc(N(CC(=O)NC2CCC(C)CC2)S(=O)(=O)c2c(C)noc2C)c1 (stereo unspecified)	1517	3	nt	0.9	7	98	1.1	-1	5	3	7
CC(C)c1noc2ncc(C(=O)c3cc(Cl)cc(Cl)c3O)cc12	1503	11	1.4	0.8	20	94	1	11	6	8	10
Cc1nn(-c2ccccc2)c2c1C(c1cccs1)C(C#N)=C(N)O2 (stereo unspecified)	1579	-4	0.015	1	2	148*	1	15	-5	-49	11
O=C(Nc1ccncc1)c1cccs1	1649	7	1.4	1	-3	102	1	5	4	6	-1
CCCC1=[N+](CC)CCn2c(C)ccc21	1637	-1	nt	0.8	16	92	1	-3	2	10	5
COc1ccc(NS(=O)(=O)c2ccc3c(c2)n(C)c(=O)n3C)cc1	1542	1	-0.21	1	4	97	1.1	-5	-3	9	0
Cc1ccc(C(=O)NN2CCOCC2)cc1	1506	6	nt	0.9	6	108	1	-1	-11	-8	-1
COc1ccc(N(CC(=O)N/N=C/c2ccc3c(c2)OCO3)S(=O)(=O)c2ccc(NC(C)=O)cc2)cc1	1461	2	-1	1.1	-11	93	1	-11	-1	14	0
NC(=O)c1cc2ccccc2o/c1=N\NC(=O)c1ccco1	1680	3	nt	1	-1	87	0.9	-8	-4	15	-2
O=C(O)C(Oc1ccc2c3c(c(=O)oc2c1)CCC3)c1ccccc1 (stereo unspecified)	1574	4	nt	0.9	6	93	1.1	4	-2	13	3
O=C(N/N=C/c1cc(Br)ccc1O)c1cccc(N2CCCC2=O)c1	1569	2	nt	0.7	25	90	1.1	4	12	14	5
Cc1ccc(CSCCNC(=O)CN(c2cc(C)ccc2C)S(C)(=O)=O)cc1	1613	3	-1.3	1.2	-17	103	1	-3	3	4	-2
O=c1cc(N2CCCC2)[nH]c(=O)n1-c1ccc(Cl)cc1	1571	9	0.092	0.9	5	100	1	-4	2	4	13
C=CCN=C(NC#N)SCC(=O)NC(C)(C)C	1446	0	-0.58	1	5	100	1	7	-4	4	-1
CCOc1cc2c(cc1/C=C(/C#N)c1ccc(C(=O)O)cc1)OCO2	1445	5	-1.2	1.1	-8	92	0.9	1	9	13	-3

By substructure, those above with a Cl atom
SMILES	TR-FRET SRC-2 ct	PPARg SRC-3 ag	ROMK mod	bIAP act	bIAP inhibitor	STAT3 activator	TNAP act hi DEA	STAT1 inh	PPARg SRC1 recr	STAT3 inh	PPARg SRC2 recr
CC(=O)c1cc2c(cc1N/C(=N/S(=O)(=O)c1ccccc1)c1ccc(Cl)cc1)OCO2	1467	-3	nt	1	-4	106	1	1	9	-3	2
CN(C)CCN(C(=O)c1cccc(Cl)c1)c1nc2c(Cl)cccc2s1	1467	2	nt	1	3	100	1	2	-6	2	7
O=C1CCC/C(=N/Nc2ccc(Cl)cc2)C1	1611	6	0.21	1.3	-28	101	1	-1	3	3	4
O=C(COC(=O)c1ccc[nH]c1=O)Nc1cc(S(=O)(=O)N2CCCCC2)ccc1Cl	1581	1	-0.014	1.1	-12	107	1	12	-2	-2	5
NC1=NC(=Nc2cccc(Cl)c2)c2ccccc21	1410	1	0.005	1.2	-21	94	1	-6	0	15	4
CCN1CCN(C(=O)CN(C)S(=O)(=O)c2ccc(Cl)cc2)CC1	1656	4	0.032	1	2	94	1	3	4	13	5
COc1ccc(C2/C(=C(/O)c3ccc(Cl)cc3)C(=O)C(=O)N2CCN2CCOCC2)c(OC)c1 (stereo unspecified)	1444	1	-0.48	1	2	101	1	-6	4	1	5
CC(C)c1noc2ncc(C(=O)c3cc(Cl)cc(Cl)c3O)cc12	1503	11	1.4	0.8	20	94	1	11	6	8	10
O=c1cc(N2CCCC2)[nH]c(=O)n1-c1ccc(Cl)cc1	1571	9	0.092	0.9	5	100	1	-4	2	4	13
